PAFAH2 inh = inhibitors of human PAFAH2. inhibition, % at 3.39 µM. hit rate 0.99% among 340,000. Q99487. AID 492956. recombinant PAFAH2, FP-rhodamine activity probe, fluorescence polarization;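 active means inhibition above the mean over all tested compounds plus 3 SD, cut at about 30% in these data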;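 further: inhibitors block probe labeling of enzyme so polarization drops; 0% = enzyme with DMSO and 100% = wells lacking PAFAH2 protein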
LYPLA1 inh = LYPLA1 (human) inhibition in PME1 counter-screen | AID 2174 | hit rate 0.16% among 320,000 | inhibition, % at 5.9 µM | O75608 | recombinant LYPLA1, FP-Rh probe fluorescence polarization;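 active means inhibition above the mean of all tested compounds plus 3 SD, set per campaign, cut at about 14% in these data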;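 further: inhibitors block serine hydrolase probe labeling of LYPLA1 so polarization falls; 0% = enzyme with DMSO and 100% = wells lacking LYPLA1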
pPAFAH FP inh = pPAFAH (human) enzyme inhibition | recombinant pPAFAH, FP-rhodamine probe fluorescence polarization | inhibition, % at 3.39 µM | hit rate 1.5% among 330,000 | Q13093 | AID 463082;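 active means inhibition above the mean inhibition across the screen plus 3 SD, cut at about 25% in these data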;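 further: inhibitors block binding of the rhodamine activity-based probe so polarization drops; 0% = enzyme with DMSO and 100% = wells lacking pPAFAH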
Target sequence (Q13093 whole entry, looked up): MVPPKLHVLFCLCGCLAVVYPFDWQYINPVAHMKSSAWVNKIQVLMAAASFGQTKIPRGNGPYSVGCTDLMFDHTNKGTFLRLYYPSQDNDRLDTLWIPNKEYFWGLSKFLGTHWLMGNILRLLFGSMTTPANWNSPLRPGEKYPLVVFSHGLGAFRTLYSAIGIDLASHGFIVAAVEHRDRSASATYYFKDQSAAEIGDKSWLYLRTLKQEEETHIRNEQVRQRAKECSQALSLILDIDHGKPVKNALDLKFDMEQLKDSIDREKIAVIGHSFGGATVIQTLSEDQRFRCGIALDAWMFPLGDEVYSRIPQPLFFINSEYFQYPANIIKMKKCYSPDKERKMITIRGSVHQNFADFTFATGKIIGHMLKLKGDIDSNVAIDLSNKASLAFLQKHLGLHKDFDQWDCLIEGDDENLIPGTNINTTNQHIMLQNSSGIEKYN
PME-1 primary = blocks human protein phosphatase methylesterase 1 | recombinant PME-1, FP-Rh probe fluorescence polarization | hit rate 0.53% among 320,000 | inhibition, % at 5.9 µM | Q9Y570;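 active means inhibition above the campaign mean of all compounds plus 3 SD, cut at about 26% in these data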;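 further: competitive labeling of PME-1 active site by serine hydrolase directed probe; 0% = PME-1 with DMSO and 100% = wells lacking PME-1 enzyme; inhibitors block probe labeling so polarization falls and inhibition rises; many of its hits are not listed in these tables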
PAFAH1B2 FP inh = PAFAH1B2 (human) inhibition; recombinant PAFAH1B2, FP-rhodamine activity probe, fluorescence polarization; hit rate 1.2% among 340,000; P68402; inhibition, % at 3.39 µM; AID 492953;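 active means inhibition above the mean of all tested compounds plus 3 SD, cut at about 24% in these data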;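 further: 0% = enzyme with DMSO and 100% = wells lacking PAFAH1B2; many of its hits are not listed in these tables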
GSTO1 counter = blocks human GSTO1 in RBBP9 counter-screen; P78417; recombinant GSTO1, activity-based probe fluorescence polarization; inhibition, % at 5.96 µM; hit rate 1.1% among 300,000; AID 1974;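 active means inhibition above the campaign mean inhibition plus 3 SD, cut at about 35% in these data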;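 further: 0% = GSTO1-1 with DMSO and 100% = wells lacking GSTO1-1 enzyme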
Target sequence (P78417 whole entry, looked up): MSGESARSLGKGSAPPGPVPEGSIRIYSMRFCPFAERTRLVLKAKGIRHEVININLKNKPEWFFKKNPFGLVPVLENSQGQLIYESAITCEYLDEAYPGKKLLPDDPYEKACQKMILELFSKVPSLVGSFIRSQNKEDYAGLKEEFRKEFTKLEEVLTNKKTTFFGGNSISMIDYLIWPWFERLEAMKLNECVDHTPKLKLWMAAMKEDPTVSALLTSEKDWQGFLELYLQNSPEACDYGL
PAD4 inh = blocks human protein arginine deiminase 4; Q9UM07; recombinant PAD4, RCA probe fluorescence polarization; inhibition, % at 6.36 µM; hit rate 0.41% among 330,000; AID 485272;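 active means percent inhibition above a cutoff equal to the mean of all tested compounds plus 3 SD, cut at about 15% in these data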;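 further: 0% = PAD4 with RCA probe and DMSO and 100% = probe without PAD4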
LYPLA2 inh = blocks human lysophospholipase 2, a PME1 counter-screen; recombinant LYPLA2, FP-Rh probe fluorescence polarization; inhibition, % at 5.9 µM; hit rate 0.38% among 320,000; AID 2177;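 active means inhibition above the screen-wide mean plus 3 SD, limit set per campaign, cut at about 26% in these data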;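 further: 0% = LYPLA2 with DMSO and 100% = wells lacking LYPLA2 enzyme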
Target sequence (O95372 whole entry, looked up): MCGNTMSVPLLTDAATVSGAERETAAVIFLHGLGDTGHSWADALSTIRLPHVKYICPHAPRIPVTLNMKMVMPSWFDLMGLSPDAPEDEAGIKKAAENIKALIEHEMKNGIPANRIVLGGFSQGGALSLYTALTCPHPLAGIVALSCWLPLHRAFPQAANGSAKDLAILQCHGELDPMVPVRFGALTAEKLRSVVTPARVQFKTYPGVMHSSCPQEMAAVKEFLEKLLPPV
PAFAH1B3 inh = PAFAH1B3 (human) inhibition. Q15102. recombinant PAFAH1B3, FP-rhodamine probe, fluorescence polarization. inhibition, % at 3.39 µM. hit rate 0.28% among 340,000. AID 492972;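 active means inhibition above the screen-wide average of all tested compounds plus 3 SD, cut at about 25% in these data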;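 further: 0% = enzyme with DMSO only and 100% = wells lacking PAFAH1B3 protein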
The depositor's hits bear a star; x = not tested or not shown. The list is partial; rates above refer to the full screens.

The opening 2 entries (preview)
SMILES	PAFAH2 inh	LYPLA1 inh	pPAFAH FP inh	PME-1 primary	PAFAH1B2 FP inh	GSTO1 counter	PAD4 inh	LYPLA2 inh	PAFAH1B3 inh
O=C(CN1CCN(Cc2ccccc2Cl)C1=O)NCc1cccnc1	-6.4	1.6	3.6	6.7	-1.5	-1.4	0.9	-0.2	8.0
Cc1ccc(C)c(NC(=O)Cn2nnc(C(=O)NCc3cccs3)c2N)c1	0.2	-3.7	-6.6	-12.4	-0.3	8.4	-5.6	-1.1	-1.7

Results, repeating the preview:
SMILES	PAFAH2 inh	LYPLA1 inh	pPAFAH FP inh	PME-1 primary	PAFAH1B2 FP inh	GSTO1 counter	PAD4 inh	LYPLA2 inh	PAFAH1B3 inh
O=C(CN1CCN(Cc2ccccc2Cl)C1=O)NCc1cccnc1	-6.4	1.6	3.6	6.7	-1.5	-1.4	0.9	-0.2	8.0
Cc1ccc(C)c(NC(=O)Cn2nnc(C(=O)NCc3cccs3)c2N)c1	0.2	-3.7	-6.6	-12.4	-0.3	8.4	-5.6	-1.1	-1.7
CN(C)CCCN(C(=O)CCSc1ccccc1)c1nc2cc3c(cc2s1)OCO3	-4.9	-1.7	3.9	-3.3	8.5	12.4	-1.8	-1.9	-2.0
CC(=O)Nc1ccc(NC(=S)NC(=O)/C=C/c2ccccc2)cc1	-7.9	-1.6	-4.0	-17.6	-2.8	-14.2	-5.0	-6.5	4.6
Cc1ccc(S(=O)(=O)NCc2csc(C)n2)c(C)c1	2.6	-3.0	57.6*	1.2	-1.3	9.2	0.4	3.8	-1.9
CC(C)(C)NC(=O)c1ccc2nsnc2c1	0.4	1.0	5.3	1.1	0.2	1.5	-0.1	-2.2	2.1
CC1=C(C(=O)N2CCOCC2)C(c2ccc(Br)cc2)NC(=S)N1c1ccccc1 (stereo not given)	-4.0	2.2	0.1	1.9	3.5	7.1	0.0	9.5	5.3
Cc1nc(CS(=O)(=O)c2ccc(Cl)cc2)cc(Sc2ccccc2Cl)n1	5.2	-1.9	-3.0	-2.1	12.7	17.8	2.1	4.5	-3.8
O=C(CSc1ccccn1)Nc1ccc2c(c1)C(=O)c1ccccc1C2=O	12.7	-3.0	16.7	-0.3	2.9	20.5	-1.0	-1.4	1.9
Cc1ccc2oc3c(SCc4nc5ccccc5[nH]4)nc(C)nc3c2c1	0.8	x	-13.7	x	-3.1	x	3.6	x	3.7
Cc1ccc(CNC(=S)NCc2ccncc2)cc1	1.4	-4.2	-7.3	-8.4	4.3	7.5	-6.9	-9.7	5.1
Cc1nn(Cc2ccccc2)c(C)c1NC(=O)c1cc(-c2ccc3c(c2)OCO3)on1	3.6	0.6	5.4	-5.3	2.9	1.4	-4.6	1.2	0.3
O=C(CN1CCN(Cc2ccccc2F)C1=O)NCc1cccnc1	-2.2	0.6	0.1	-0.2	1.6	5.3	0.1	3.6	-1.3
COc1ccc(CNC(=O)C2CCN(C(=O)c3csc(Nc4ccc(C)cc4)n3)CC2)cc1	1.6	-1.4	13.9	-3.0	3.8	-0.6	0.9	-5.7	2.8
CN1C(=O)c2cccc3c(N(C)C)ccc(c23)C1=O	-3.2	-0.6	6.7	-3.7	1.5	4.0	-5.8	-1.1	2.4
C=CCN(c1ccccc1OC)S(=O)(=O)c1cccc(C(=O)OC2CCOC2=O)c1 (stereo not given)	4.6	x	0.8	x	3.2	x	-5.0	x	4.7
O=S(=O)(c1ccc(F)cc1)N1CCCN(Cc2c(F)cccc2F)CC1	2.9	-1.1	3.0	-1.5	-0.8	0.1	-5.3	-5.9	4.7
O=C(CNC(=O)c1ccccc1)OCCOc1cccc(Cl)c1	2.5	-1.0	1.4	2.2	7.3	4.0	-1.3	2.0	11.2
CCN(Cc1cc(=O)n2ccsc2n1)c1cccc2ccccc12	8.0	0.5	5.1	8.6	7.5	-2.1	-9.0	3.4	6.5
O=C(Cc1ccccc1)c1nnc(-c2ccccc2)o1	1.4	0.0	0.9	-1.2	0.8	-2.4	-3.5	2.6	1.4
O/N=C1\CC2(Cc3nonc31)OCCO2	-0.2	4.3	5.1	-3.5	-4.2	5.1	-0.7	11.2	2.8
O=S(=O)(c1ccc(SCc2ccc(Cl)cc2)nc1)N1CCCC1	1.8	-1.9	-0.6	0.2	25.8*	x	-5.5	-0.5	5.8
CCN(C[C@H]1N[C@@](C)(C(=O)OC)[C@H]2C(=O)N(C)C(=O)[C@@H]12)C(=O)c1ccc(C)cc1	-11.3	x	2.8	x	2.2	x	0.1	x	4.6
C=CCc1cc(/C=C2/NC(=S)NC2=O)cc(OC)c1O	3.8	1.1	5.5	8.5	-6.3	3.4	-9.2	-4.0	-1.7
Cc1ccc(NC(=O)C2CSC3(C)CCC(=O)N23)cc1S(=O)(=O)N1CCOCC1 (stereo not given)	6.7	2.2	4.6	0.4	-2.4	x	-2.1	2.6	2.3

Quoted from the listing:
Cc1ccc(C)c(NC(=O)Cn2nnc(C(=O)NCc3cccs3)c2N)c1 in PAFAH1B3 inh is listed with -1.7
O=C(CNC(=O)c1ccccc1)OCCOc1cccc(Cl)c1 in PAFAH1B2 FP inh is listed with 7.3
CN1C(=O)c2cccc3c(N(C)C)ccc(c23)C1=O in PAFAH1B2 FP inh is listed with 1.5

Additional structures
SMILES	PAFAH2 inh	LYPLA1 inh	pPAFAH FP inh	PME-1 primary	PAFAH1B2 FP inh	GSTO1 counter	PAD4 inh	LYPLA2 inh	PAFAH1B3 inh
Cc1ccc(OCCOCCOc2cccc3cccnc23)c(Br)c1	6.3	-7.3	-5.2	-7.7	4.3	6.3	-9.8	-11.8	-7.5
COc1ccc(Cl)cc1NC(=O)CN(C)C(=O)c1ccc(N2CCCCCC2)c([N+](=O)[O-])c1	-0.6	-1.5	6.0	1.3	2.2	-3.0	-2.5	-1.5	0.8
Cn1c(O)c(C2=c3ccccc3=NC2=O)sc1=Nc1ccc(Cl)cc1	-0.7	3.2	4.2	-0.1	-5.3	6.4	-1.1	-0.2	3.0
Nc1ccn(C2CC(O)C(CO)O2)c(=O)n1 (stereo not given)	-9.8	-1.6	1.4	-2.0	4.7	2.9	0.0	-2.5	-9.1
CCCCOC(=O)Nc1ccc2c(C)cc(=O)oc2c1	-8.8	1.7	0.9	1.0	1.2	-12.3	-0.7	2.1	7.7
COc1ccc(S(=O)(=O)N2CCC(C(=O)NCCN3CCOCC3)CC2)cc1	0.0	1.1	2.5	-1.9	4.2	5.5	6.0	8.0	5.1
Cc1cccc(C)c1OCC(=O)N/N=C/c1cccn1C	6.8	-4.6	1.4	1.8	2.7	4.2	-0.7	4.4	6.1
Cc1ccc(S(=O)(=O)NNC(=O)Nc2ccc(Cl)c(Cl)c2)cc1	10.5	-11.9	-3.5	-6.2	12.8	-1.1	-5.0	-6.4	-2.9
COc1ccccc1C(=O)C1CCCN(C(=O)c2cccnc2SC)C1 (stereo not given)	-1.7	-4.0	6.1	0.1	-1.8	3.6	-7.4	2.4	-6.0
CCC(C)NC(=O)c1cccc(C)c1 (stereo not given)	6.1	1.2	-0.5	-1.9	6.0	-2.8	1.3	1.3	1.9
Cc1cccc(C(=O)NCC(=O)OCC(=O)N(C)CC(=O)Nc2ccccc2Cl)c1	1.8	1.4	3.0	-4.1	6.6	x	-6.0	2.2	0.2
COc1ccc(OC)c(S(=O)(=O)N2c3cc(F)ccc3CCC2C)c1 (stereo not given)	4.1	-2.1	5.1	-0.3	21.3	0.0	-1.5	4.9	2.2
O=C(NCc1ccc2c(c1)OCO2)C(=O)Nc1ccccc1	-2.4	-3.7	-0.1	-8.2	4.4	6.3	0.8	-2.0	6.5
COC(=O)c1c(C)oc(C)c1S(=O)(=O)Nc1ccccc1	-10.5	1.0	-2.2	3.1	3.7	-0.1	2.4	-5.9	13.8
O=C1C=C(c2ccc3c(c2)OCO3)C[C@@H](c2ccc(Cl)cc2)C1	-3.7	4.5	-3.8	0.6	4.5	x	-2.3	7.1	2.7
CCCCC(CC)CNC(=O)C(=O)c1ccccc1NC(C)=O (stereo not given)	-9.4	1.2	1.1	0.7	19.6	0.5	-0.5	0.1	6.5
Cc1csc(SCC(=O)Nc2ccc3c(c2)OCCO3)n1	-3.6	4.3	1.8	-0.4	1.8	-6.1	-2.9	4.6	6.2
CCC(c1nnc(SCC(=O)Nc2ccc(C(=O)N(C)C)cc2)n1Cc1ccccc1)N(C)C (stereo not given)	-4.2	-1.9	-2.2	6.4	0.3	3.4	-4.0	5.6	0.9
O=C1N[C@@H](Cc2ccccc2)COC(=O)[C@H](Cc2ccc(F)cc2)CC/C=C/C[C@@H]1CC(=O)N(CCO)Cc1ccccc1	-3.6	x	4.8	x	6.8	x	1.7	x	-2.1
O=C(CSc1ncn[nH]1)Nc1ccc(Cl)c(S(=O)(=O)N2CCOCC2)c1	10.7	1.0	-1.3	1.8	4.5	-1.2	1.9	3.2	12.8
COc1cc2c(cc1OC)C(C)N(C(=O)c1cc3c(=O)oc4ccc(C)cc4c3s1)CC2 (stereo not given)	-6.5	1.7	-1.7	-1.9	-2.4	-3.8	0.2	1.3	10.1
CN(C)c1cccc(C(=O)NNC(=O)C23CC4CC(CC(C4)C2)C3)c1	5.7	x	4.9	x	18.3	x	-2.0	x	2.9
Cc1ccc(CNC(=O)CC(C)S(=O)(=O)c2ccc3c(c2)NC(=O)CS3)o1 (stereo not given)	5.7	1.6	4.5	4.1	-4.7	1.2	0.4	-3.0	-1.7
O=C(CCN1C(=O)C2C3C=CC(C3)C2C1=O)N1CC(=O)N(CCc2ccccc2)C(=O)C1 (stereo not given)	5.6	8.7	-0.1	6.0	6.3	2.7	-2.1	4.6	2.0
CC(=O)N1CCc2cc(S(=O)(=O)NCC(=O)NCc3ccc(Cl)cc3)ccc21	-3.3	-3.2	6.9	4.3	3.4	7.9	0.5	-0.8	3.1
New compounds follow
SMILES	PAFAH2 inh	LYPLA1 inh	pPAFAH FP inh	PME-1 primary	PAFAH1B2 FP inh	GSTO1 counter	PAD4 inh	LYPLA2 inh	PAFAH1B3 inh
CC(=O)Nc1cccc(C(=O)N2CCN(S(=O)(=O)Cc3ccccc3)CC2)c1	-3.6	x	6.3	x	2.3	x	3.8	x	11.2
CN1C(C(=O)Nc2ccc(OC(F)(F)F)cc2)=CC(c2ccc3c(c2)OCO3)=NS1(=O)=O	-19.2	-24.6	-8.8	12.8	7.0	4.8	-3.9	-33.0	18.6
CCOC(=O)C1(Cc2cccc(OC)c2)CCCN(Cc2cnn(C)c2)C1 (stereo not given)	-0.8	-2.1	5.4	1.1	3.1	5.0	-10.0	-0.5	9.0
COc1ccc(NC(=O)c2ccc(-c3ccc([N+](=O)[O-])cc3)o2)cc1	3.0	-7.3	7.1	4.9	4.6	1.0	-5.7	-6.7	1.7
COc1cc(OC)cc(C(=O)NN2CCCCC2)c1	4.1	1.1	4.2	3.0	8.7	8.3	-4.5	0.7	3.2
COc1ccc(C(=O)Nc2cccc(NC(=O)c3ccc(OC)c(OC)c3)n2)cc1OC	-8.4	-21.7	-6.2	-35.1	0.1	-5.3	-3.4	-25.5	1.6
O=C(c1ccc(Cl)s1)N1CCN(c2ccccc2)CC1	13.5	3.9	-0.1	8.1	3.2	-1.1	-8.2	6.8	4.4
CC1CC2=C(CC1/C=N/NC(N)=S)C(C)(C)CCC2 (stereo not given)	1.3	-5.5	12.9	-6.2	23.5	-0.5	-3.0	-8.4	-0.9
COc1ccc(CN2CC[C@H]3C=CC[C@@H](C(=O)Nc4ccc(Cl)c(C(F)(F)F)c4)[C@H]3C2=O)cc1OC	-9.5	-18.0	6.7	-30.1	-0.7	-11.7	-4.1	-42.8	-4.5

Source: PubChem
